Screening results from PubChem BioAssay.
GPR55 activation: selective activators of receptor GPR55 – imaging, U2OS cells, beta-arrestin-GFP redistribution, primary screen (AID 1961) | activation, % at 10 µM; hits with a dose series show EC50 in µM | U2OS GPR55 beta-arrestin-GFP redistribution imaging; higher % means a stronger effect | actives 0.048% (n = 290,000);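 active = activation above 40% with more than 50 cells counted in the well; inconclusive = wells holding fewer than 50 cells, flagged as toxic or sparse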;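 note: U2OS osteosarcoma cells stably expressing GPR55 and beta-arrestin-GFP; plate controls were DMSO negative control for no effect and LPI positive control for full effect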
T cell modulator: T cell immune modulators affecting CD8 T cell-vesicle binding; calls only at 7 µM; AID 2052; actives 0.068% (n = 330,000); 2C CD8+ T cell-vesicle binding, flow cytometry; active compounds read low;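 active = response, share of CD8 T cells binding vesicles, and their 90th percentile fluorescence all below set limits, cut at about 80% in these data, passing the limit was not always enough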
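Assay system: 2C TCR transgenic mouse naive CD8+ T cells, MACS-purified | Read-out: CD8+ gate FL2 mean fluorescence as % of same-row positive control | Signal: High-throughput flow cytometry with anti-B7-1 and anti-CD8 staining | Timing: Binding step 1.5 h, 37 °C, antibody labelling 20 min, ice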
GPR35 arrestin U2OS: GPR35 antagonists blocking zaprinast-driven arrestin recruitment, primary screen, imaging, U2OS, beta-arrestin-GFP, zaprinast agonist (AID 2058); U2OS GPR35 beta-arrestin-GFP translocation imaging, zaprinast antagonism; higher % means a stronger effect; one-dose inhibition, % at 10 µM; IC50 in µM for titrated hits; actives 0.052% (n = 290,000);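 active = inhibition of at least 50% with at least 30 cells and total cytoplasm GFP at most 10,000,000; inconclusive = under 30 cells or total GFP of 10,000,000 plus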
NTR1 ag: agonists of NTR1, primary screen, imaging, U2OS cells, beta-arrestin-GFP, high content (AID 493036); activation, % at 20 µM; actives 0.17% (n = 330,000); NTR1-U2OS beta-arrestin-GFP spot imaging, agonist mode; P30989;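 active = activation at or above 40% of the spot to cytoplasm intensity ratio, with at least 20 cells analyzed; inconclusive = wells under 20 cells, flagged as cytotoxic or low count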;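 note: 0% = DMSO without peptide and 100% = 100 nM NTR1 peptide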
Target sequence (P30989 whole entry, looked up): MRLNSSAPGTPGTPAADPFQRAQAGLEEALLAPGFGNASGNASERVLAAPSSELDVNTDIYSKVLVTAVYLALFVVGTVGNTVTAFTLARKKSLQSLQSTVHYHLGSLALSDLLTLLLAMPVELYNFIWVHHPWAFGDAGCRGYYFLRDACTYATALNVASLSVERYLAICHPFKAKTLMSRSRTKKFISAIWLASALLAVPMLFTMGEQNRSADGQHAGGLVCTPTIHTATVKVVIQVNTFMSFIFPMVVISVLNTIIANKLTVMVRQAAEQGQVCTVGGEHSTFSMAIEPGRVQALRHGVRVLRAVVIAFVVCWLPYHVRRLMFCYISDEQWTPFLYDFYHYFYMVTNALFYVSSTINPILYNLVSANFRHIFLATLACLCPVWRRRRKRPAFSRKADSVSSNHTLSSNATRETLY
GPR55 antagonists: GPR55 antagonists blocking LPI-driven arrestin recruitment, primary screen, imaging, U2OS, beta-arrestin-GFP, LPI agonist (AID 2013); inhibition, % at 10 µM, or IC50 in µM where a hit was titrated; U2OS GPR55 beta-arrestin-GFP translocation imaging, LPI antagonism; higher % means a stronger effect; actives 0.13% (n = 290,000);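 active = spots per cell inhibited over 60%, with over 100 cells counted and total cytoplasm intensity under 500,000; inconclusive = wells with under 100 cells, flagged as likely toxic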;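 note: U2OS cells stably carrying GPR55 and arrestin-GFP stimulated by 5 µM LPI near EC80; imaged beta-arrestin-GFP aggregate spots per cell after agonist stimulation; plate controls were LPI-stimulated DMSO wells for no effect and DMSO wells without LPI for full effect; some results filed as inactive read as strong as hits; confirmed hits need IC50 under 10 µM and bright autofluorescent wells are also inconclusive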
West Nile virus CPE: inhibition of WNV-induced cytopathic effect – cell-based, CPE readout (AID 1621); West Nile virus-infected cells, CPE inhibition; higher % means a stronger effect; CPE inhibition, % at 10 µM, or IC50 in µM where a hit was titrated; actives 0.02% (n = 290,000); in the data active = a potency from the dose series; inconclusive = CPE inhibition mostly from about 3.7% at the one dose, without a potency; inactive = the rest, 99 in 100 with CPE inhibition below about 2.2%; note: strong numbers were not always called active
KOR beta-arrestin-1: kappa opioid receptor activators – cell-based, luminescence, uHTS, primary screen (AID 1777); KOR beta-arrestin recruitment, luminescence; higher % means a stronger effect; one-dose activation, % at 10 µM; EC50 in µM for titrated hits; actives 0.02% (n = 280,000); in the data active = activation above about 50%, passing the limit was not always enough; note: a part of the inactive calls stands beside numbers as strong as those of hits
PhoP inhibition: PhoP-dependent GFP reporter repression – Salmonella Typhimurium, primary screen (AID 1863). S. Typhimurium PhoP-regulated promoter GFP reporter, 4 h; higher % means a stronger effect. inhibition, % at 50 µM; hits with a dose series show IC50 in µM. actives 0.16% (n = 300,000);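 active = inhibition over 29.93%, a cutoff 3 SD above the screen mean, later confirmed by dose response; inconclusive = inhibition over 29.93% but no dose response follow-up; inactive = inhibition at most 29.93% or unconfirmed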;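 note: 0% = low Mg2+ inducing control and 100% = high Mg2+ repressing control; strong numbers were not always called active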
KOR beta-arrestin-2: KOR antagonists, beta-arrestin recruitment, cell-based, luminescence, uHTS (AID 1778). KOR beta-arrestin recruitment, luminescence, antagonist mode; higher % means a stronger effect. inhibition, % at 10 µM; hits with a dose series show IC50 in µM. actives 0.091% (n = 290,000); in the data active = inhibition above about 50%; note: strong numbers were not always called active
T cell modulator vesicle-bound %: further read-out of T cell modulator, marked with its call; double positive events, %; measured here: CD8+ vesicle-bound cell fraction;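 binding gate set so that unloaded-vesicle control wells show 10% double positive cells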
NTR1 ag cell count 20 µM: recorded beside NTR1 ag, whose call it bears; cell count; measured here: cell count, cytotoxicity flag
An asterisk follows results filed as active; i = inactive; u = inconclusive; x = no result given; [ ] = dose if it differs, or a comment.

SMILES	GPR55 activation	T cell modulator	T cell modulator vesicle-bound %	GPR35 arrestin U2OS	NTR1 ag	NTR1 ag cell count 20 µM	GPR55 antagonists	West Nile virus CPE	KOR beta-arrestin-1	PhoP inhibition	KOR beta-arrestin-2
O=C(CCNC(=O)N1CCn2c1nc1ccccc12)NCc1ccc(Cl)cc1	0.4%	i	31.9	1.1%	0.8	61	2.6%	-0.6%	x	-8.0%	x
COc1ccc(C)cc1NC(=O)Nc1cccc(C)c1	-0.2%	i	54.8	-3.9%	0.1	76	-9.3%	-1.0%	-2.6%	-6.5%	14.3%
CCOC(=O)C1(Cc2cccc(Cl)c2)CCCN(C(=O)c2cc(CC)on2)C1 (centres undefined)	-0.2%	i	57.0	0.7%	-0.2	59	-5.8%	0.2%	-5.9%	8.0%	34.0%
Cc1cccc(CC(=O)Nc2c3c(nn2-c2cccc(Cl)c2)CS(=O)C3)c1 (centres undefined)	0.8%	i	17.6	-1.6%	-0.2	57	10.9%	-0.4%	-4.3%	1.7%	2.5%
CC1(C)Cc2c(sc3ncnc(NNC(=S)NCc4ccccc4)c23)CO1	-0.1%	i	60.2	12.3%	3.4	73	-1.2%	-0.2%	1.5%	0.2%	-135.9%
O=C(C1CCN(S(=O)(=O)c2cccc3nsnc23)CC1)N1CCCc2ccccc21	0.1%	i	41.2	19.2%	-7.6	95	-8.1%	1.1%	-3.6%	4.2%	-10.9%
COc1ccc(C(=O)N2CCCc3ccccc32)cc1OC	-0.3%	i	33.4	13.7%	x	x	1.4%	0.7%	1.0%	-1.2%	11.0%
O=C(COc1ccc2ccccc2c1)NC1=NCCS1	0.2%	i	26.1	-0.5%	-0.9	58	-5.4%	-0.1%	8.8%	-3.7%	-76.1%
CC(C)(C)c1ccc(OCc2nc(-c3ccccn3)no2)c(Br)c1	0.0%	i	49.4	-6.5%	10.2	72	-0.1%	-1.4%	-3.1%	6.3%	19.1%
O=C(Nc1ccncc1)Nc1ccc(Cl)cc1	-0.1%	i	3.6	-11.1%	1.8	51	2.1%	-0.2%	0.4%	-2.5%	-15.0%
O=S(=O)(N[C@H]1C[C@@H](NS(=O)(=O)OCC(Cl)(Cl)Cl)C2CCCCC21)OCC(Cl)(Cl)Cl (some centres undefined)	0.0%	i	34.7	22.7%	x	x	-9.1%	1.1%	-1.3%	11.0%	-43.3%[20 µM]
Cn1cccc1/C=N/NC(=O)c1sc2cc(Cl)ccc2c1Cl	-0.2%	i	38.9	18.8%	-2.3	26	5.2%	-0.4%	-2.3%	-13.0%	7.2%
O=C(Cn1ncc2c(=O)oc3ccccc3c21)N1CCCN(Cc2ccccc2F)C1	0.3%	i	31.6	-19.1%	-1.2	85	7.0%	-0.1%	-4.4%	3.0%	15.4%
COc1ccc(C2CC(c3ccccc3)Nc3nc(N)nn32)cc1 (centres undefined)	0.2%	i	46.1	2.6%	0.6	76	6.0%	0.6%	-1.3%	-1.3%	4.9%
Cc1ccc2c(c1)N(Cc1ccc3c(c1)OCO3)C(=O)C(C)O2 (centres undefined)	-0.2%	i	36.3	21.0%	-0.4	61	4.4%	-0.4%	2.3%	1.0%	4.6%
O=C(Nc1ccc(Cl)c(Cl)c1)c1ccc(Cn2cc(Cl)cn2)cc1	0.0%	x	x	-1.6%	x	x	7.3%	-0.7%	3.0%	16.7%	-25.6%
COc1ccc(C2C(C#N)=C(N)Oc3cc4c(cc32)OCO4)cc1 (centres undefined)	-0.1%	i	7.7	-22.6%	1.1	54	4.7%	u	1.2%	5.8%	-0.9%
CCOC(=O)N1CCC(NC(=O)C2CCN(C(=O)N3CCOc4ccccc43)CC2)CC1	-0.1%	i	32.7	-6.3%	-2.8	85	-19.0%	0.5%	12.4%	-9.8%	-5.5%
CCOC(=O)/C(C#N)=C/Nc1cc(C(=O)OCC)cc2c(OC)c(OC)ccc12	-0.2%	x	x	-2.8%	4.5	86	-14.6%	0.2%	-5.0%	1.0%	-2.7%
CC1CCCN(CCCNC(=O)C2CC(=O)N(CCc3ccccc3)C2)C1 (centres undefined)	0.7%	i	11.0	10.6%	0.2	60	-0.9%	0.5%	-1.3%	0.2%	-8.9%
O=C(Cc1cccs1)N/N=C/C(Br)=C/c1ccccc1	-0.1%	i	17.1	-6.9%	2.9	64	3.9%	0.0%	3.2%	5.6%	-0.1%
C/C(=N\NC(=O)c1c(Br)c(C)nn1C)c1cccc(NC(=O)C2CCC2)c1	0.0%	i	22.9	0.0%	0.8	51	1.5%	x	-1.5%	-2.9%	-13.7%
COc1ccc(/C(O)=C(\C#N)c2nc3ccccc3n2C)cc1OC	-0.1%	i	38.3	11.8%	2.8	67	19.1%	1.4%	2.6%	-2.9%	-23.2%
CN1CCN(c2nc(-c3ccc(Cl)cc3)nc3ccccc23)CC1	-0.1%	x	x	3.9%	0.1	91	6.6%	3.2%	4.5%	x	-22.9%
Cc1cc(C)nc(SC2c3cccc4cccc(c34)C2NS(=O)(=O)c2ccccc2)n1 (centres undefined)	0.4%	i	44.9	-2.2%	5.8	67	17.6%	2.3%	0.0%	7.8%	2.3%
Later entries
SMILES	GPR55 activation	T cell modulator	T cell modulator vesicle-bound %	GPR35 arrestin U2OS	NTR1 ag	NTR1 ag cell count 20 µM	GPR55 antagonists	West Nile virus CPE	KOR beta-arrestin-1	PhoP inhibition	KOR beta-arrestin-2
O=C(NCC1CCCN(C(=O)c2cccnc2)C1)c1ccc(-c2ccccc2)cc1 (centres undefined)	-0.1%	i	32.4	-7.4%	-0.9	71	2.0%	-0.9%	0.6%	x	-27.4%[20 µM]
CC1=Nc2ccccc2/C1=C\c1nc(-c2ccc(F)cc2)oc1O	0.2%	i	54.7	-3.0%	11.2	68	5.7%	0.5%	-3.9%	1.4%	10.0%
COCC(C)n1c(SCc2ccc(C(=O)OC)o2)nc2ccccc2c1=O (centres undefined)	-0.1%	i	33.4	-1.3%	1.3	38	0.1%	-0.7%	-0.4%	7.0%	29.6%
CC(C)n1nc(C(=O)Oc2cccc(Cl)c2Cl)c2ccccc2c1=O	-0.1%	i	20.4	-0.9%	0.7	67	1.0%	-0.1%	3.4%	14.4%	0.7%
O=C(CN1CCCC1)N1c2ccccc2Sc2ccc(C(F)(F)F)cc21	0.4%	i	37.4	-11.8%	-1.3	52	-9.8%	-0.1%	2.7%	-4.2%	-28.0%
COc1cc(-c2nc(CN3CCCCC3CCNC(C)=O)c(C)o2)ccc1F (centres undefined)	-0.1%	i	48.7	-10.8%	0.4	47	3.9%	-0.2%	0.4%	-5.1%	12.1%
Cc1oc(=O)c(NC(=O)c2ccccc2)cc1C(N)=O	0.0%	i	35.2	1.7%	-0.3	104	5.1%	-0.2%	0.1%	-6.8%	-13.7%
CCCCc1nc2cc(C(=O)N3CCCCC3CC(=O)OCC)ccc2o1 (centres undefined)	-0.1%	i	12.9	-12.8%	0.5	56	4.8%	-1.3%	-0.3%	-4.3%	16.2%
CCOC(=O)c1cccc(NC(=O)C2CCN(S(=O)(=O)c3cnc[nH]3)CC2)c1	-0.2%	i	24.6	-0.9%	1.3	71	-0.9%	0.4%	-1.7%	7.0%	3.0%
COc1ccc2c(c1)c(/C=N/Nc1nc3ccccc3[nH]1)c(C)n2C	-0.1%	i	23.4	13.0%	17.8	53	7.8%	u	-0.9%	14.4%	-25.5%
COc1ccccc1-c1cn[nH]c1-c1ccc(OCc2ccccc2F)cc1O	-0.1%	i	29.0	-22.8%	40.0*	51*	20.0%	-0.3%	-0.8%	-3.6%	-10.9%
Cc1c(F)cccc1NS(=O)(=O)c1ccc2c(c1)NC(=O)CO2	0.5%	i	62.7	-3.5%	3.2	40	2.3%	-0.9%	-5.3%	3.1%	-13.9%
O=C(c1cc(-c2ccc(Br)cc2)on1)N1CCOCC1	0.5%	i	30.0	5.8%	-0.9	52	7.7%	-0.4%	-1.8%	-1.7%	-3.4%
Cc1cc2c3c(c1)C1(C(=O)N3C(C)(C)CC2C)C(C#N)=C(N)OC2=C1C(=O)CC(C)(C)C2 (centres undefined)	-0.4%	i	16.2	0.7%	1.9	51	4.7%	-0.2%	-1.1%	8.3%	33.3%
COc1ccc(-c2nnc(SCC(=O)Nc3cc(S(=O)(=O)N4CCCCC4)ccc3Cl)n2N)cc1	0.2%	i	6.6	4.9%	-0.2	66	1.4%	-1.4%	5.5%	6.8%	-6.7%
COc1cccc(C(C2=C(O)CC(C)(C)CC2=O)C2C(=O)CC(C)(C)CC2=O)c1 (centres undefined)	-0.3%	i	5.5	-14.6%	-1.3	76	11.6%	-0.8%	9.0%	8.4%	8.3%
COc1ccc(NC(=O)C23CCC(C)(C(=O)C2)C3(C)C)cc1 (centres undefined)	-0.1%	i	34.3	-3.3%	-0.5	26	0.5%	0.1%	-5.0%	-8.9%	21.4%
COCCCNC(=O)NC(=O)c1ccccc1	1.5%	i	39.5	3.3%	0.9	47	4.7%	0.3%	-0.7%	0.7%	-37.2%
COc1ccc(NC(=S)NCCN2CCOCC2)cc1	-0.1%	i	32.7	18.7%	0.0	34	11.6%	-0.2%	x	-9.6%	7.0%[20 µM]
Cc1cccc(C(=O)NCCCN(C)CCCNC(=O)c2cccc(C)c2)c1	-0.1%	i	12.0	7.6%	-0.1	63	14.3%	-0.8%	-4.8%	-1.8%	-54.0%[20 µM]
Cc1ccc(NC(=O)[C@@H](C)NC(=O)[C@@H]2Cc3ccccc3CN2)cc1	-0.2%	i	24.4	-13.5%	0.8	52	12.1%	-0.2%	-6.7%	-1.4%	36.5%
COc1ccccc1CCN1CCCC(CN(C)Cc2ccc(OCCO)cc2)C1 (centres undefined)	0.3%	i	29.9	1.2%	-0.2	59	6.1%	-0.8%	-0.9%	7.6%	-21.6%[20 µM]
O=S(=O)(NC(=NC1CCCCC1)c1ccccc1F)c1ccccc1	-0.1%	i	22.0	-12.4%	0.0	39	5.5%	-0.6%	-2.6%	-5.5%	30.5%
O=C(CCC1CCCN(C(=O)c2ccsc2)C1)NCc1ccc(F)c(F)c1 (centres undefined)	-0.2%	i	6.6	-8.8%	-1.2	68	-4.7%	-1.3%	-2.2%	-9.3%	-12.7%
Cc1ccc(C(=O)O/N=C(\N)c2ccc(Br)cc2)cc1	-0.1%	i	53.5	-3.0%	0.9	44	0.9%	x	21.5%	4.8%	-18.8%
CCOc1ccc(CN2CCC(n3nccc3NC(=O)CCCc3ccccc3)CC2)cc1	-0.1%	i	53.0	-5.1%	0.9	58	1.9%	-1.4%	1.0%	8.5%	-5.4%
CC(Sc1ccc(Br)cc1)C(N)=O (centres undefined)	-0.1%	i	48.3	20.1%	-2.4	96	1.8%	-0.6%	-7.6%	21.5%	28.3%
